# NCOA2 inhibitor: inhibition of GAL4-SRC2 driven luciferase reporter, primary screen, SRC2 inhibitor project, cell-based, luminescence. Nuclear receptor coactivator 2 (Homo sapiens), Q15596. HEK293 GAL4-SRC2 luciferase reporter. inhibition, % at 9 µM. 0.17% of 370,000 active. AID 651957, 2012;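 active = inhibition above the mean inhibition of all tested compounds plus 3 SD, set per campaign, cut at about 52% in these data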;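 also: 0% = DMSO treated cells and 100% = cells given Gossypol at 36 µM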
# EBV LMP1 NFkB: EBV LMP1-driven NF-kappaB luciferase reporter inhibitors, primary screen, cell-based, luminescence, single point | AID 504558, 2011 | inhibition, % at 12.5 µM | LMP1-induced NF-kappaB luciferase reporter cells | 0.69% of 350,000 active; in the data active = inhibition above about 41%;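 also: 0% = neutral control wells and 100% = reference inhibitor control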
# MC4R ag barr: MC4R agonists recruiting beta-arrestin, primary screen, cell-based, luminescence, agonist arm of biased-ligand search; Melanocortin receptor 4 (Homo sapiens), P32245; U2OS MC4R beta-arrestin complementation; percent of melanotan II response, DMSO zero; activation, % at 8.9 µM; 0.98% of 360,000 active; AID 540308, 2011;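 active = activation above a per-plate cutoff, the mean activation of sample wells on that plate plus 3 SD, cut at about 8% in these data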
# TLR9-MyD88 inh: inhibitors of TLR9-MyD88 association in cells, primary screen, cell-based, CHO, BLA complementation, fluorescence; AID 504734, 2011; CCF4 FRET ratio; inhibition, % at 4.98 µM; 0.21% of 340,000 active;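 active = inhibition above the mean over all tested compounds plus 3 SD, cut at about 21% in these data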;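 also: 0% = DMSO only wells and 100% = clavulanate BLA inhibitor control wells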
# MC4R antagonist: MC4R antagonists of cAMP signaling, primary screen, cell-based, TR-FRET, antagonist arm of biased-ligand search. inhibition, % at 6.5 µM. MC4R-expressing cells, MTII-stimulated cAMP, LANCE TR-FRET. Melanocortin receptor 4 (Homo sapiens), P32245. 0.48% of 360,000 active;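 active = inhibition above its plate's cutoff, the mean of tested wells on that plate plus 3 SD, cut at about 29% in these data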;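 also: 0% = Melanotan II alone and 100% = Melanotan II plus saturating MCL0020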
#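 material = U2OS cells stably expressing human melanocortin 4 receptor (MC4R) | also added = Melanotan II challenge | dosing = single nominal compound dose of 6.5 µM | detection = TR-FRET with Eu-cAMP and labeled anti-cAMP, 671 nm | replication = singlicate | timing = compound 30 min, challenge 1 h, detection 1 h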
# NR5A2 inv ag: LRH-1 (NR5A2) inverse agonists, primary screen, cell-based, luminescence, HEK293T, StAR-luciferase reporter. Nuclear receptor subfamily 5 group A member 2 (Homo sapiens), O00482. LRH-1 transfected, 24 h. inhibition, % at 3.6 µM. 0.13% of 360,000 active;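 active = inhibition above the mean inhibition of all tested compounds plus 3 SD, cut at about 73% in these data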;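 also: 0% = DMSO wells and 100% = reporter-only cells lacking LRH-1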
# ABHD5 PLIN5 PPI: ABHD5-PLIN5 interaction inhibitors, primary screen, cell lysate, split luciferase complementation, luminescence. Perilipin-5 (Homo sapiens) + 1-acylglycerol-3-phosphate O-acyltransferase ABHD5 (Homo …. Split G. princeps luciferase complementation, 4 h. inhibition, % at 4 µM. 0.78% of 360,000 active;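 active = inhibition above the mean inhibition across every tested compound plus 3 SD, cut at about 22% in these data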;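 also: 0% = DMSO only wells and the 100% control is not disclosed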
# SRC3 inh: SRC3 coactivator transcriptional activity inhibitors, primary screen, cell-based, luminescence; AID 588352, 2011; inhibition, % at 3.6 µM; Nuclear receptor coactivator 3 (Homo sapiens), Q9Y6Q9; 0.17% of 360,000 active; HEK293 GAL4-SRC3 luciferase reporter;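 active = inhibition above a per-campaign cutoff, the mean of all compounds plus 3 SD, cut at about 60% in these data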;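 also: 0% = DMSO-treated cells and 100% = gossypol-treated cells at 36 µM; higher means less SRC3-driven luciferase light from the GAL4 reporter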
# COUP-TFII inh: NR2F2 transcriptional activity inhibitors, primary screen, cell-based, luciferase reporter, HEK293T, luminescence; COUP transcription factor 2 (Homo sapiens), P24468; HEK293T NGFI-A luciferase reporter; inhibition, % at 8.6 µM; 0.7% of 370,000 active;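 active = inhibition above a per-plate cutoff, mean inhibition of test wells between control levels plus 3 SD, cut at about 38% in these data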;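 also: cells cotransfected with COUP-TFII expression vector driving the NGFI-A reporter; 0% = median of COUP-TF2 test wells and 100% = reporter-only cells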
# SRC1 inh: SRC1 coactivator transcriptional activity inhibitors, primary screen, cell-based, luminescence | Nuclear receptor coactivator 1 (Homo sapiens), Q15788 | HEK293 GAL4-SRC1 luciferase reporter | inhibition, % at 3.6 µM | 0.12% of 360,000 active;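 active = inhibition above the campaign mean plus 3 SD, with each screening campaign given its own cutoff, cut at about 60% in these data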;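 also: 0% = DMSO treated cells and 100% = gossypol at 36 µM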
# Target sequence (Q15788 whole entry, looked up, the tested form may be a part): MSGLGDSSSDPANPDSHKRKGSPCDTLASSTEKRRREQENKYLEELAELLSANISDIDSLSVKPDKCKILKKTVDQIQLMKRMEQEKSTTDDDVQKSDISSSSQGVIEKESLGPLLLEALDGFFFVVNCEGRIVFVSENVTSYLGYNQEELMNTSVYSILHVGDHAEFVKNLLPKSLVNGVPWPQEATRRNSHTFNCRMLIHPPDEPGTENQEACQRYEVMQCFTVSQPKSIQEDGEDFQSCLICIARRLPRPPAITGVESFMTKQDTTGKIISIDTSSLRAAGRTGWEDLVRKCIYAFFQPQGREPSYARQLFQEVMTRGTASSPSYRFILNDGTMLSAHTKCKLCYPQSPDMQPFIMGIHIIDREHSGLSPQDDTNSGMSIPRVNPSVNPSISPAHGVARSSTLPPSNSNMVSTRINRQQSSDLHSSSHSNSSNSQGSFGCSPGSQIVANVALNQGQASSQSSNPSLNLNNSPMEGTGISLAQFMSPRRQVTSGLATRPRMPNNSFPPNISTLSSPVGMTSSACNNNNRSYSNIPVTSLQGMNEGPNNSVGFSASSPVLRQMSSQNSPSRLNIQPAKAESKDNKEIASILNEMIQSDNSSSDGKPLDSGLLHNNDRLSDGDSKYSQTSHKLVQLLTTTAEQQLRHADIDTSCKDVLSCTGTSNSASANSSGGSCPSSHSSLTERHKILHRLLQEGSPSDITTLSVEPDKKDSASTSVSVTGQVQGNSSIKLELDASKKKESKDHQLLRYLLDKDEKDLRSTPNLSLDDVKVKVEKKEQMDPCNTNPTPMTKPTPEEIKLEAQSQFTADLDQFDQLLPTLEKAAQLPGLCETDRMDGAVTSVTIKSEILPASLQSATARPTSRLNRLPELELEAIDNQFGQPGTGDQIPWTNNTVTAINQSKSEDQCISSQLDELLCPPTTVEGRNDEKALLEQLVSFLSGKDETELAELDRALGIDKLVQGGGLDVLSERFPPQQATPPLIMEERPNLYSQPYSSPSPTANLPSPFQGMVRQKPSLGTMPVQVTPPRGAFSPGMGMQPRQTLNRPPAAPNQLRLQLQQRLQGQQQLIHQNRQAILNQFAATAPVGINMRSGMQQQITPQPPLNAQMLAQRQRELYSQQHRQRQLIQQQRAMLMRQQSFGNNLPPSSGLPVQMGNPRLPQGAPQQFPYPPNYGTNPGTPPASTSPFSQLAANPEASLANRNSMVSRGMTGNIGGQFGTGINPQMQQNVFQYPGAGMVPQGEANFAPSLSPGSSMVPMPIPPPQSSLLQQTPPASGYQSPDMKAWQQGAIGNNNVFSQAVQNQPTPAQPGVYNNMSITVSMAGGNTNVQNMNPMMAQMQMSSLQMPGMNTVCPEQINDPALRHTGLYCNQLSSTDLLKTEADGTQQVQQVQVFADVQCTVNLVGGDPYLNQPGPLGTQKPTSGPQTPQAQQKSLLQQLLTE
# NOD2 RIPK2 PPI: NOD2-RIPK2 binding disruptors in cells, primary screen, fluorescence, CHO cells, BLA complementation; Receptor-interacting serine/threonine-protein kinase 2 (Homo sapiens), O43353; CCF4 ratio; inhibition, % at 4.98 µM; 0.38% of 360,000 active; AID 624267, 2012; in the data active = inhibition above about 21%;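 also: 0% = vehicle only and 100% = reference blocker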
# * = called active by the depositor; · = no result given. Not all compounds are listed; rates above refer to the full screens.
SMILES,NCOA2 inhibitor,EBV LMP1 NFkB,MC4R ag barr,TLR9-MyD88 inh,MC4R antagonist,NR5A2 inv ag,ABHD5 PLIN5 PPI,SRC3 inh,COUP-TFII inh,SRC1 inh,NOD2 RIPK2 PPI
CS(=O)(=O)N(CCC#N)Cc1ccc(/C=C2\C(=O)Nc3ccccc32)o1,46,19,-2.3,-6,-17,13,5,51,38*,29,-3
CN(C)S(=O)(=O)c1cccc(C(=O)OCC(=O)Nc2sccc2C(N)=O)c1,-35,4,-0.2,-9,-2,27,-1,9,21,-6,-12
COc1ccc(S(=O)(=O)N2CCC(C(=O)NCc3ccncc3)CC2)cc1OC,22,0,-1.1,-7,9,-10,-2,-2,-2,12,4
Cc1cccc(C(=O)NNC(=O)c2ccc(Cl)cc2)c1O,-50,-9,-0.1,-11,2,-46,2,-56,2,-45,-4
Cc1cccc(N2CCN(C(=O)c3ccc(CS(=O)(=O)c4ccccc4C)o3)CC2C)c1 (stereo unspecified),32,8,0.9,2,-17,0,5,25,12,17,5
O=C(COc1ccccc1)Nc1ccc(S(=O)(=O)N2CCOCC2)cc1,-18,-1,-2.7,-2,0,15,-3,19,-12,-26,-11
COc1ccccc1NC(=O)Nc1cccc(NC(C)=O)c1,-7,0,1.2,-8,8,-3,-2,18,6,-11,-9
c1ccc(SCc2nc(-c3ccccn3)no2)cc1,-26,-18,-2.2,-2,2,-102,1,-74,-20,-71,-1
O=C(CCCCn1ccc(=O)[nH]c1=O)Nc1ccc(C(=O)O)c(O)c1,-2,-7,-0.2,5,0,7,0,2,11,-12,-5
C[C@@]12C(=O)Nc3ccc(Cl)cc3C(=O)N1[C@H]1c3cc(Cl)ccc3OC[C@@H]1[C@@H]2c1ccccc1,8,-12,5.2,-3,10,-10,-7,-5,20,-22,-3
CC1Cc2cc(S(=O)(=O)N3CCN(C)CC3)ccc2N1C(=O)C1CC1 (stereo unspecified),1,9,0.1,-1,3,14,4,4,-13,-1,-6
COc1ccc(N=C2c3ccccc3-c3ccc([N+](=O)[O-])cc32)cc1,0,1,0.0,-5,-4,5,-4,-20,1,-13,-1
CN(c1ccccc1)S(=O)(=O)c1cc(C(=O)OCC(N)=O)ccc1Cl,-7,1,-1.3,-4,-1,-10,2,-5,-10,-3,2
CSc1nc(N)nc(-c2cccs2)c1C#N,-66,-1,0.4,3,-15,7,-2,18,-12,-4,-6
Cc1csc(OCC(=O)Nc2ccc(C)c(C)c2)n1,4,-3,-4.2,7,8,-23,0,-23,-13,-16,-8
Cc1cccc(C)c1N(CC(=O)Nc1cc(Cl)ccc1Oc1ccccc1)S(C)(=O)=O,11,0,-0.1,6,14,-6,-6,5,-10,8,5
N#CC(C(=O)OCc1ccccc1)c1nc2ccccc2nc1N1CCOCC1 (stereo unspecified),-1,-2,-0.9,0,2,-7,10,8,8,2,1
Cc1ccc(C(=O)Nc2c(C(=O)N3CCOCC3)cnn2-c2ccccc2)cc1,7,4,-1.5,-7,-1,-8,-3,-5,1,-2,-11
CC1CCCCC1NC(=O)CSc1ncnc2sccc12 (stereo unspecified),23,-1,0.2,-6,8,-7,0,2,-3,5,7
NC(=O)N1c2ccccc2CC(=O)c2ccccc21,-5,18,0.2,5,4,-9,5,10,20,-14,3
C#CCOc1c(Br)cc(/C=N\NC(=O)CN2CCOCC2)cc1OCC,7,1,-1.4,-5,1,-4,2,-1,16,-8,0
COC(Cn1cc(C)c(=O)[nH]c1=O)OC,-26,2,-2.1,10,-3,-3,1,1,14,-2,-3
Cc1ccc(CN2CCN(CC(=O)NCCCN3CCN(c4ccc(F)cc4)CC3)C2=O)cc1,14,11,-1.4,-2,0,32,0,31,33,11,-3
CCCNC(=O)C1(C)CCCN(C(=O)c2ccc(OC)cc2OC)C1 (stereo unspecified),-1,·,-0.2,·,2,3,13,-13,10,-2,-2
CCc1ccc2oc(C(=O)NCCc3ccc(S(N)(=O)=O)cc3)cc(=O)c2c1,6,2,-1.9,6,4,11,-6,-5,1,3,3
COc1ccc(CCC(=O)Nc2ccc(N3CCOCC3)c(S(=O)(=O)Nc3ccc(OC)cc3)c2)cc1,0,11,-0.5,-8,1,22,-8,23,2,3,-2
COc1ccc(CNC(=O)c2ccc(S(=O)(=O)N3CC(C)CC(C)C3)cc2)cc1OC (stereo unspecified),5,10,-0.1,-16,2,-21,-4,13,6,4,-7
COc1ccc(NC(=O)Nc2cccc3c2O[C@@H](CN(C)CC2CCCCC2)[C@@H](C)CN([C@H](C)CO)C3=O)cc1,-2,2,-0.5,5,2,5,1,20,-13,5,-4
O=C(Nc1ccc(N2CCN(C(=O)c3cccs3)CC2)cc1)c1cccc(F)c1,-22,-3,0.8,10,-4,-7,-2,-35,7,-10,-2
Cn1c(N)c(C(=O)COC(=O)c2cc(S(=O)(=O)N3CCCCC3)ccc2Cl)c(=O)n(C)c1=O,-12,-1,-3.0,0,-66,-5,3,11,5,-12,9
Cc1cc(C(=O)OCC(N)=O)c(C)n1-c1ccccc1,-15,-10,-0.9,-4,2,-16,-1,-12,-24,-14,3
O=C(COC(=O)/C=C/c1ccccc1Cl)NC(=O)Cc1ccccc1,-13,-1,-0.6,-6,-4,10,11,11,-9,-8,-8
CCCOc1cccc(OCCSc2nc(C)cc(=O)[nH]2)c1,-5,-14,0.1,1,3,-20,-2,-2,7,-58,-26
O=C(CSC1=NCCN1)NC(c1ccccc1)c1ccccc1,4,-77,-1.7,1,-2,12,2,8,-7,-2,1
CC(=O)c1ccc(OC(=O)COc2ccccc2)cc1,1,-4,0.6,3,17,9,2,2,-13,-14,-8
COc1ccc(C=C2c3ccccc3C(=O)c3ccccc32)c(OC)c1,10,4,-3.5,-8,-10,30,-1,-2,-68,-15,12
CCN(CC)Cc1cc(C(=O)O)c(-c2ccccc2)o1,-6,-1,2.7,-6,-7,11,10,15,-12,4,-10
COc1ccc(NC(=O)c2ccco2)cc1NC(=O)c1cccc(OC(C)C)c1,-4,-41,-1.5,-9,5,14,3,-9,16,5,-3
O=C(COC(=O)CSc1ccc(Br)cc1)NCc1ccco1,-3,0,-3.7,5,3,-7,6,5,-8,16,10
COc1cccc(N2CN(C3CCCCC3)CNC2=S)c1,9,1,-2.3,-4,28,-21,-2,2,16,4,-8
CC(C)NC(=O)C1CC(=O)N(CCc2ccc(F)cc2)C1 (stereo unspecified),18,-7,-0.6,-2,3,-9,-9,-7,-4,-5,3
Cc1ccc(-c2nc(NCC3CCCO3)sc2C)cc1 (stereo unspecified),-21,-13,-4.5,-7,-2,-8,-7,-23,-17,-5,8
COc1cccc(CNC(=O)CC(NC(C)=O)c2ccccc2)c1 (stereo unspecified),-8,-4,-1.6,-6,3,-6,-1,1,11,-1,1
COc1ccc(C(=O)NCCS(=O)(=O)N(C)Cc2ccccc2)cc1,11,-4,-3.2,-6,6,8,-8,5,8,-8,-3
CC(=O)N1CCN(c2ccc(NCc3ccco3)cc2)CC1,-59,1,-1.2,-7,0,21,-19,-17,15,-12,0
Cc1ccc(S(=O)(=O)NCC(=O)NCC(=O)NCCc2ccc(Cl)cc2)cc1C,-13,-30,-0.8,8,9,6,3,3,1,0,-2
O=C(Nc1ccc2c(c1)OCCO2)c1cc(-c2ccccc2)nc2ccccc12,12,6,1.1,1,-12,-1,-3,0,1,-15,2
CN(C(=O)c1cccc(NC(=O)Cc2cccc(NC(=O)C3CCCN(C(=O)C4CC4)C3)c2)c1)C1CCC1 (stereo unspecified),-20,1,0.6,-5,-3,-10,6,-6,2,5,4
COc1ccc(NS(=O)(=O)c2ccc(N3CCOCC3)c(NC(=O)c3cccc(F)c3)c2)cc1,-41,11,0.9,-3,8,18,0,18,15,1,4
CCC(Sc1nc2ccccc2[nH]1)C(=O)Nc1cc(C)on1 (stereo unspecified),-4,3,-1.2,-4,5,-30,-3,12,7,4,-1
O=C(Cc1ccc(Cl)cc1)OCc1nnc(-c2ccccc2)o1,13,-3,2.8,0,1,-12,6,21,15,1,-8
O=C(COC(=O)c1ccccn1)NCc1cccc(Cl)c1,-8,1,-3.8,-8,7,1,-8,-27,-8,-20,-8
COc1ccc(CN2CCN(C(=O)CCC(=O)Nc3nnc(CC(C)C)s3)CC2)cc1F,9,0,-1.7,-11,11,23,-4,24,29,11,-8
CCOC(=O)C1=C(C)OC(=Cc2ccc(OC)cc2)C1=O,-43,18,1.4,-6,9,-12,-7,-28,-26,-56,-1
COc1ccc([N+](=O)[O-])cc1NC(=O)C(C)OC(=O)c1cccnc1Cl (stereo unspecified),-12,-7,-1.3,-1,13,-7,6,2,9,-5,-6
CCCc1cc(C(=O)Nc2ccc(F)cc2F)no1,-29,-23,-0.3,-5,1,-50,2,-52,-39,-52,-11
CC(C)(C)c1ccc(C2(C)NC(=O)N(CC(=O)NCc3cccs3)C2=O)cc1 (stereo unspecified),-11,-5,-0.9,-11,8,-7,1,0,4,-2,-6
O=C(Nc1nnc(-c2cccnc2)o1)c1ccccc1Cl,-21,-1,-0.1,-8,0,16,1,8,-8,18,-8
Cn1c(=O)c2cc(NC(=O)CCc3ccc(O)cc3)ccc2n1Cc1cccc(C(F)(F)F)c1,-4,·,1.0,·,6,74*,1,59,9,44,-7
COC(=O)c1ccc(OCCCCN2CC(C)OC(C)C2)cc1 (stereo unspecified),-13,-3,-0.9,-12,7,12,5,9,-8,-1,-8

# Going on with the list.
SMILES,NCOA2 inhibitor,EBV LMP1 NFkB,MC4R ag barr,TLR9-MyD88 inh,MC4R antagonist,NR5A2 inv ag,ABHD5 PLIN5 PPI,SRC3 inh,COUP-TFII inh,SRC1 inh,NOD2 RIPK2 PPI
C=CCNC(=O)CCCOc1cc(C)ccc1C,·,-12,-3.6,11,-1,7,-5,14,·,-6,0
COc1ccc(/C(C)=N/N=C(N)N)c(O)c1,-3,2,-2.2,-2,19,10,-6,10,8,5,3
FC(F)(F)c1ccc2c(c1)nc1n2CCCC1,-5,-7,1.4,-4,10,-24,-1,-28,-5,-12,-4
C=CCn1c(=NC(=O)c2cc(-c3cccs3)nc3ccccc23)sc2cc(S(N)(=O)=O)ccc21,0,-6,-3.9,-15,1,4,11,-10,14,-11,-5
